VCAM1 TNFa inh: reduces TNF alpha induced VCAM1 expression in HUVEC | HUVEC TNFa-induced VCAM-1 immunofluorescence, high-content imaging | inhibition, % at 2 µM | 0.48% of 95,000 active;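 active = inhibition above the batch mean plus 3 SD, with images confirmed as a hit by eye, cut at about 37% in these data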;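 also: 0% = TNF-stimulated DMSO wells and 100% = unstimulated control wells; not every result past the cut was called active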
HUVEC tox IL1B: HUVEC cytotoxicity counter-screen, IL-1B stimulated; HUVEC cell count loss, Hoechst imaging; cell count reduction, % at 2 µM; 0.41% of 94,000 active; AID 845;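 active = cell count reduction more than 3 SD above the screen-wide mean, cut at about 70% in these data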;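 also: normalized per plate to untreated control cells as the no-loss baseline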
TNFa cytotox: HUVEC cytotoxicity counter-screen, TNF alpha stimulated; HUVEC TNFalpha-stimulated, Hoechst cell count, imaging; cell count reduction, % at 2 µM; 0.17% of 93,000 active; AID 848;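 active = cell count reduction exceeding the screen mean by over 5 SD, scaled to untreated wells per plate, cut at about 78% in these data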;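 also: cells counted after 24 h of TNF alpha exposure following the 1 h pretreatment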
Smad3 inh: blocks human Smad3 binding to FoxH1 peptide; AID 630; inhibition, % at 25 µM; TR-FRET Smad3/Dy647-FoxH1 peptide binding, europium anti-His; 0.29% of 88,000 active;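 active = compounds that reduce the energy-transfer binding signal between the protein and its labelled peptide by more than half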;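 also: 0% = Smad3 plus labelled peptide maximal FRET and 100% = peptide-only background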
Target sequence (P84022 whole entry, looked up): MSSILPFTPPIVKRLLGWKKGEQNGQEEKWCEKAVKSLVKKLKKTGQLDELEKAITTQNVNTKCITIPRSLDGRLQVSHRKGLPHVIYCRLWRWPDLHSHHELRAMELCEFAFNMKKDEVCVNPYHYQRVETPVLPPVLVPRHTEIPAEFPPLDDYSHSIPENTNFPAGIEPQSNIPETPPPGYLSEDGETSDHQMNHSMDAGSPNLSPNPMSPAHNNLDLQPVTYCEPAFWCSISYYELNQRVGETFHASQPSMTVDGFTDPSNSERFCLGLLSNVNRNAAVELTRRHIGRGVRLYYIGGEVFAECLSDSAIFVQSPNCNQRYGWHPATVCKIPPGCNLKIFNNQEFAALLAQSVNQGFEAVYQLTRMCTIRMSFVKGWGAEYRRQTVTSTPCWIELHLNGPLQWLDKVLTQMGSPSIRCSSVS
Lung fibro prol: blocks proliferation of human lung fibroblasts; viability, % at 10 µM; 1.1% of 85,000 active; AID 719; LL 47 human lung fibroblast viability, ATP luminescence; stronger effect = lower value;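 active = viability at or below 50% in the single dose screen; inactive = viability above 50%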;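 also: compound exposure lasted 72 h before the ATP readout; 100% = median luminescence of untreated cell-only wells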
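Material: human LL 47 lung fibroblast cells; quantity: 1,150 cells/well; medium: IMEM plus 15% FBS; doses: 0.1% DMSO in all compound wells; timing: overnight attachment after seeding, then 72 h compound exposure at 37 °C; detection: CellTiter-Glo luminescence; measure: % viability of median cell-only signal; controls: cell-only wells, no compound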
Pyk2 oligo antag: Pyk2 (human) oligomerization antagonism; Q14289; Q293 cells, Pyk2 FERM NanoBiT luminescence; stronger effect = lower value; z-score (the deposit names both 25 µM and 10 µM); 0.83% of 99,000 active; AID 1347419;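 active = Z-score of -3 or lower, scaled per plate to the spread of control and sample wells; inactive = z-score above -3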;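 also: negative z-score means lost luminescence so less FERM oligomerization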
F-actin modifier: cytoskeleton assembly modification; HUVEC TNFa F-actin phalloidin imaging, high content; 0.18% of 91,000 active; inhibition, % at 2 µM;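 active = inhibition above the batch mean plus 3 SD and confirmed as a hit by visual image inspection, cut at about 30% in these data, passing the limit was not always enough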; also: strong numbers were not always called active
HUVEC inhibit: human endothelial cell proliferation inhibition; HUVEC proliferation, CellTiter-Glo luminescence, 72 h; stronger effect = lower value; viability, % at 10 µM (by protocol); 1.1% of 86,000 active; AID 648;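 active = viability at or below 30%; inactive = viability above 30%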;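 also: 100% = median luminescence of DMSO-only cell control wells on each plate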
H69AR inhibit: growth inhibitors of human H69AR lung tumor cells. H69AR lung tumor viability, ATP luminescence, 72 h; stronger effect = lower value. viability, % at 10 µM. 6% of 85,000 active. AID 598;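 active = viability at or below 40%; inactive = viability above 40%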;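 also: multidrug resistant small cell line overexpressing MRP-1 efflux transporter; 100% = mean luminescence of untreated control wells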
* marks the source's active call; other numbers are inactive results; x = no result given; [ ] = remark or other dose.

SMILES | VCAM1 TNFa inh | HUVEC tox IL1B | TNFa cytotox | Smad3 inh | Lung fibro prol | Pyk2 oligo antag | F-actin modifier | HUVEC inhibit | H69AR inhibit
CCOC(=O)N1CCC(N2CCN(S(=O)(=O)c3ccc(C)cc3)CC2)CC1 | -8 | -13 | -16 | -5 | 94 | 0.77 | 0 | 92 | 29*
Cc1cc(C)c(C#N)c(=N)o1 | -3 | 4 | 10 | -8 | 101 | 0.83 | 19 | 106 | 82
Cc1cccc(CN2CCCC(C(=O)N3CCc4ccccc4C3)C2)c1 (stereo not drawn) | 1 | -30 | -34 | -4 | 104 | -0.33 | 12 | 99 | 59
COc1ccc(NC2=C(C(C)=O)C(c3ccc(OC)c(OC)c3)C(C(C)=O)C(C)(O)C2)cc1 (stereo not drawn) | -17 | -14 | -32 | -6 | 94 | -0.47 | -3 | 86 | 78
Cn1c(=O)c2[nH]c(CN3CCN(Cc4ccccc4)CC3)nc2n(C)c1=O | -4 | -19 | 8 | 2 | 99 | -0.79 | -4 | 103 | 89
CCOC(=O)Nc1oc2ccccc2c(=O)c1CN1CCOCC1 | 24 | -23 | -11 | x | x | -1.5 | -31 | x | x
O=c1[nH]c(SCc2cccc(Cl)c2)nc2c1CCCC2 | -1 | -1 | -18 | 2 | 107 | -1.7 | 3 | 84 | 88
CN1C(=S)SC(C)(C)C1/[N+]([O-])=C/c1cccnc1 (stereo not drawn) | 6 | 14 | -14 | 4 | 102 | -0.38 | 1 | 104 | 104
Cc1cc(NC(=O)c2ccccc2NS(=O)(=O)c2c(C)c(C)cc(C)c2C)no1 | x | x | x | 6 | 97 | -0.85 | x | 90 | 75
CCOC(=O)N1CCN(C(=O)Cc2cccs2)CC1 | -24 | 23 | -13 | -2 | 104 | 0.21 | -15 | 91 | 99
O=C(Nc1c(C(=O)NCc2ccco2)cnn1-c1ccccc1)c1cccc(F)c1 | x | x | x | 7 | 98 | 0.33 | x | 100 | 88
CC(C)N(CCO)C(=O)C(c1ccccc1)c1ccccc1 | -21 | -6 | -29 | 3 | 91 | 0.42 | 6 | 90 | x
O=C(c1ccc(NS(=O)(=O)c2cccc3cccnc23)cc1)N1CCOCC1 | -13 | -28 | -6 | x | x | 0.9 | 6 | x | x
COc1ccc(-n2c(Cc3cccn3C)nnc2SCC(=O)NC2CCCC2)cc1 | x | x | x | 2 | 107 | x | x | 99 | 100
CCn1c(SCC(=O)Nc2ccc(NC(=O)c3ccco3)cc2)nnc1-c1cccs1 | -4 | -26 | -11 | 5 | 92 | -0.23 | 19 | 87 | 83
CCOC(=O)c1ccc(NC(=O)C(CC)CC)cc1 | -19 | -42 | -21 | 5 | 104 | -0.84 | 7 | 103 | 92
O=C(NCc1ccco1)C1CCN(c2nc3ccccc3n2Cc2ccccc2F)CC1 | 15 | -4 | -20 | 11 | 98 | x | 7 | 98 | 48
COC(=O)CN1C(=O)COc2ccc(Cl)cc21 | x | x | x | -3 | 95 | x | x | 99 | 102
Cc1ccc(NC(=O)CN2C(=O)COc3ccc(C)cc32)nc1 | x | x | x | -6 | 100 | -1.1 | x | 90 | 94
O=C(CCCSc1nc2ccccc2s1)NC1=NCCS1 | 12 | 3 | -24 | -3 | 96 | 0.18 | 13 | 92 | 100
COc1ccc(/C=C(/NC(C)=O)C(=O)O)cc1 | 18 | 12 | -1 | x | x | -0.69 | 13 | x | x
Cc1[nH]nc2c1C1(C(=O)Nc3ccc([N+](=O)[O-])cc31)C(C#N)=C(N)O2 (stereo not drawn) | -5 | -139 | -22 | -10 | 103 | -0.67 | 11 | 92 | 95
CC(C)CNC(=O)NC(=O)COc1ncnc2sccc12 | 2 | 6 | -27 | 7 | 103 | 1.1 | 2 | 90 | 102
O=C(Cn1c(=O)[nH]c2ccsc2c1=O)NC1CCCCC1 | 13 | 0 | -47 | 2 | 104 | 0.55 | 29 | 85 | 91
Cc1c(C(=O)NCc2ccccc2)c(-c2ccccc2)nn1-c1ccccc1 | -3 | -1 | -13 | x | x | -0.45 | -7 | x | x
COc1cc(/C=N\NC(=O)c2ccc(=O)[nH]n2)cc(OC)c1OC | -10 | -5 | -22 | x | x | -0.51 | 0 | x | x
CCCN1CCN(C(=O)c2cccc3c2C(=O)N(CCOC)C3)CC1 | 12 | -7 | -24 | -3 | 91 | x | -1 | 97 | 89
Cc1ccc(NC(=O)Cn2c(=O)n(CCCCC(=O)NCc3ccco3)c(=O)c3ccccc32)cc1 | 16 | 2 | -8 | -2 | 89 | -2.7 | 2 | 90 | 60
COc1ccc(OC)c(NC(=O)CN2CCC(C(=O)c3ccc(C)cc3)CC2)c1 | 4 | -30 | -18 | -1 | 100 | -0.21 | 25 | 98 | 78
N#Cc1ccccc1NCc1ccccc1 | 6 | -12 | -26 | x | x | 0.6 | -9 | x | x

Four structures out of the list, sorted by heavy-atom count, rising.
SMILES | VCAM1 TNFa inh | HUVEC tox IL1B | TNFa cytotox | Smad3 inh | Lung fibro prol | Pyk2 oligo antag | F-actin modifier | HUVEC inhibit | H69AR inhibit
N#Cc1ccccc1NCc1ccccc1 | 6 | -12 | -26 | x | x | 0.6 | -9 | x | x
O=C(Cn1c(=O)[nH]c2ccsc2c1=O)NC1CCCCC1 | 13 | 0 | -47 | 2 | 104 | 0.55 | 29 | 85 | 91
COc1cc(/C=N\NC(=O)c2ccc(=O)[nH]n2)cc(OC)c1OC | -10 | -5 | -22 | x | x | -0.51 | 0 | x | x
Cc1[nH]nc2c1C1(C(=O)Nc3ccc([N+](=O)[O-])cc31)C(C#N)=C(N)O2 (stereo not drawn) | -5 | -139 | -22 | -10 | 103 | -0.67 | 11 | 92 | 95

(continued)
SMILES | VCAM1 TNFa inh | HUVEC tox IL1B | TNFa cytotox | Smad3 inh | Lung fibro prol | Pyk2 oligo antag | F-actin modifier | HUVEC inhibit | H69AR inhibit
COc1ccc(-c2nc(N3CCC(C)CC3)[nH]c(=O)c2C#N)cc1 | -2 | -32 | -10 | 10 | 97 | 0.22 | -8 | 70 | 81
CSc1ncc(Cl)c(C(=O)Nc2sc3c(c2C(=O)NCc2ccco2)CCCC3)n1 | 6 | 7 | -16 | x | x | x | 7 | x | x
COc1c2ccoc2nc2c(OC)cccc12 | -5 | 15 | 10 | 5 | 107 | 0.72 | -33 | 94 | 98
Cc1cc(C)c2nc(NC(=O)C3CCCO3)sc2c1 (stereo not drawn) | -39 | -14 | -24 | 13 | 107 | 0.2 | -12 | 82 | 99
Cc1nn(C)cc1C(=O)NNC(=S)Nc1ccc(Cl)cc1 | 8 | -22 | -10 | x | x | -0.9 | 2 | x | x
Cn1c(SCc2nc(-c3ccccc3)no2)nnc1-c1ccco1 | 4 | -13 | -12 | 11 | 103 | 0.77 | -15 | 104 | 103
COc1ccc(OC)c(-c2cc(C(=O)Nc3cc(C)n(Cc4ccc(Cl)cc4)n3)no2)c1 | 9 | 11 | -7 | 10 | 88 | 0.02 | 0 | 81 | 101
COc1cccc(C(c2c(O)nc(SC)n(C)c2=O)c2c(O)nc(SC)n(C)c2=O)c1 | 6 | -59 | -22 | x | x | 0.82 | 4 | x | x
CCC(C)NC(=O)CSc1nnc(-c2ccoc2C)n1CC1CCCO1 (stereo not drawn) | 11 | 9 | 1 | -7 | 92 | 0.28 | x | 92 | 90
Cc1nn(C)c(C)c1NC(=O)Nc1cccc(C(F)(F)F)c1 | 19 | 3 | -35 | x | x | 0.35 | 17 | x | x
O=[N+]([O-])c1cc(C(F)(F)F)ccc1Sc1ccc2ccccc2n1 | -5 | -18 | -1 | x | x | 0.74 | -5 | x | x
Cc1ccc2c(c1)NC(=O)C(CC(=O)NCc1cccnc1)O2 (stereo not drawn) | -6 | -7 | -23 | -13 | 106 | x | -22 | 109 | 96
O=C1C(C=NCCCN2CCOCC2)=C(O)c2ccccc21 | 28 | -2 | 50 | 1 | 104 | 0.3 | 17 | 90 | 102
CC1C(O)=C(c2nc3ccccc3[nH]2)C(=N)N1c1ccccc1 (stereo not drawn) | 17 | 12 | -18 | -13 | 79 | -0.56 | -2 | 74 | 22*
O=C(CSc1nnc(SCc2ccc(Cl)cc2)s1)N1CCN(C(=O)c2ccco2)CC1 | 11 | -9 | -17 | x | x | 0.85 | 16 | x | x
Cc1cc(C(=O)OCC(=O)N(C)C2CCS(=O)(=O)C2)c(C)n1-c1ccccc1 (stereo not drawn) | 3 | -9 | -13 | -6 | 97 | 0.33 | 23 | 91 | 77
O=C(Nc1ccc2c(c1)OCCO2)C1CCCN(S(=O)(=O)c2cccnc2)C1 (stereo not drawn) | x | x | x | -7 | 95 | x | x | 96 | 88
COc1ccc(O)c(-c2cn[nH]c2-c2cccs2)c1 | 3 | -11 | -8 | 19 | 90 | 0 | 3 | 89 | 95
Cn1c(NC(=O)c2cc(-c3ccc4c(c3)OCO4)nc3ccccc23)cc(=O)n(C)c1=O | -16 | 8 | -47 | -6 | 81 | -4* | 13 | 79 | 60
COc1ccc2nc(SCC(=O)c3ccco3)[nH]c2c1 | 6 | -4 | -18 | -7 | 105 | 0.62 | -1 | 101 | 96
Cc1cc(C)nc(SCC(=O)N2CCOCC2)n1 | 21 | -55 | 40 | 22[fluorescence artefact?] | 91 | 2 | -8 | 99 | 99
COc1cccc(-c2cc(C(=O)N3CCN(C(c4ccccc4)c4ccccc4)CC3)no2)c1 | 6 | -9 | -4 | -6 | x | -1 | 38 | 98 | 92
CCOC(=O)CSC1=C(C#N)C(c2ccc(Cl)cc2)CC(=O)N1 (stereo not drawn) | 1 | 6 | -28 | 2 | 93 | x | 5 | 96 | 86
COCC(C)NC(=O)c1cc(-c2ccccc2OC)on1 (stereo not drawn) | 7 | 2 | 7 | -6 | 107 | -0.8 | 11 | 88 | 92
O=C(O)C1CC=CCC1C(=O)NCc1ccc2c(c1)OCO2 (stereo not drawn) | 12 | -25 | -20 | 0 | x | 1 | 5 | 101 | 107
COc1ccccc1C(c1nnnn1CCc1ccccc1)N1CCCCCC1 (stereo not drawn) | 6 | -60 | -14 | 3 | 90 | -2 | 5 | 102 | 55
Cc1ccc(-c2cc(C(=O)Nc3nn[nH]n3)c3ccccc3n2)c(C)c1 | 6 | -8 | -6 | x | x | 0.01 | 21 | x | x
COc1ccc(OC)c(S(=O)(=O)NCc2cccnc2)c1 | 0 | -20 | 3 | -4 | 95 | 0.42 | -9 | 101 | 97
COc1ccc(CC(=O)OCC(=O)Nc2ccc(Cl)cn2)cc1 | -1 | 12 | -18 | -2 | 102 | 0.1 | -29 | 101 | 85
CCN(CC)S(=O)(=O)c1ccc2c(c1)nc(SCn1nnc3ccccc3c1=O)n2CC | -35 | 5 | -33 | 8 | 95 | -1.2 | -9 | 88 | 63
Cc1ccc(C(=O)Nc2ccc3c(c2)CCC3)o1 | x | x | x | -19 | 97 | 0.27 | x | 82 | 84
O=c1[nH]c2cc(Cl)cc(Cl)c2[nH]c1=O | -22 | 0 | -38 | -8 | 96 | -0.13 | -4 | 92 | 91
O=C(O)CCn1c(SCc2ccccc2)nc2ccccc21 | -5 | -12 | -26 | 0 | 97 | 0.65 | 9 | 98 | 94
CN1CCc2c(c3c(n2C)CCN(C)[C@H]3c2ccccc2F)[C@@H]1c1ccccc1F | 2 | -11 | -1 | x | x | x | -9 | x | x
CC(C)C1C(c2ccccc2)N(C)C(c2ccccc2)CC1(O)c1ccccc1 (stereo not drawn) | 12 | 19 | -21 | 5 | 83 | 0.01 | -5 | 61 | 20*
CCCCCn1c(=O)[nH]c2cc(C(=O)O)ccc2c1=O | x | x | x | 5[fluorescence artefact?] | 98 | 0.17 | x | 95 | 86

The list is partial (hit frequency here may not be typical).
